# K1F lysis inhibition – inhibition of K1F phage lysis, E. coli UTI89, bacterial capsule biogenesis inhibitors, alamar blue (AID 488966); E. coli UTI89 K1F phage lysis, alamar blue, 2 h; higher % means a stronger effect; inhibition, % at 100 µM, or IC50 in µM where a hit was titrated; hit rate 0.02% among 340,000;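 active = phage lysis inhibition, versus mean bacterial control, above a set limit; inconclusive = no clear call, values can overlap the other calls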;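 note: capsule biogenesis inhibitors block K1F phage lysis so surviving cells raise fluorescence; higher fluorescence means more inhibition of phage lysis; actives were called in the ten point dose series up to 300 µM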
# MgcRacGAP inhibition – MgcRacGAP GTPase-activating activity inhibitors, confirmation, biochemical, ADP Hunter fluorescence. Rac GTPase-activating protein 1 (Homo sapiens). MgcRacGAP-stimulated Rac1 GTP hydrolysis, ADP Hunter fluorescence; higher % means a stronger effect; GST-tagged Rac1 F28L mutant substrate. one-dose inhibition, % at 30 µM; IC50 in µM for titrated hits. hit rate 0.6% among 340,000. AID 624330, 2012;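 active = first-screen hits whose inhibition reached a set limit at any dose in the follow-up dose series; inconclusive = inhibition above the set first-screen limit but never retested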;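 note: fluorescence reports GDP produced by GAP-driven GTP hydrolysis; strong numbers were not always called active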
# NOD1 NF-kB reporter – NOD1 signaling inhibitors, primary screen, cell-based, luminescence, uHTS (AID 1578). NOD1-driven NF-kB luciferase reporter cells, luminescence; higher % means a stronger effect. hit rate 1% among 290,000. one-dose inhibition, % at 4 µM; EC50 in µM for titrated hits; in the data active = inhibition mostly above about 36%, no sharp cut-off; inactive = mostly below about 34%;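 note: HEK-293T reporter cells stimulated with the NOD1 agonist gamma-tri-DAP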
# GPR55 beta-arrestin – GPR55 agonists via beta-arrestin recruitment, primary screen, imaging, U2OS cells, beta-arrestin-GFP redistribution (AID 1961); hit rate 0.048% among 290,000; one-dose activation, % at 10 µM; EC50 in µM for titrated hits; U2OS GPR55 beta-arrestin-GFP redistribution imaging; higher % means a stronger effect; G-protein coupled receptor 55 (Homo sapiens);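 active = activation above 40% with more than 50 cells counted in the well; inconclusive = wells holding fewer than 50 cells, flagged as toxic or sparse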;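 note: U2OS osteosarcoma cells stably expressing GPR55 and beta-arrestin-GFP; plate controls were DMSO negative control for no effect and LPI positive control for full effect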
# GPR55 antagonists – GPR55 antagonists blocking LPI-driven arrestin recruitment, primary screen, imaging, U2OS, beta-arrestin-GFP, LPI agonist (AID 2013); hit rate 0.13% among 290,000; inhibition, % at 10 µM, or IC50 in µM where a hit was titrated; G-protein coupled receptor 55 (Homo sapiens); U2OS GPR55 beta-arrestin-GFP translocation imaging, LPI antagonism; higher % means a stronger effect;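 active = spots per cell inhibited over 60%, with over 100 cells counted and total cytoplasm intensity under 500,000; inconclusive = wells with under 100 cells, flagged as likely toxic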;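 note: U2OS cells stably carrying GPR55 and arrestin-GFP stimulated by 5 µM LPI near EC80; imaged beta-arrestin-GFP aggregate spots per cell after agonist stimulation; plate controls were LPI-stimulated DMSO wells for no effect and DMSO wells without LPI for full effect; some results filed as inactive read as strong as hits; confirmed hits need IC50 under 10 µM and bright autofluorescent wells are also inconclusive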
# KOR beta-arrestin-1 – KOR antagonists, beta-arrestin recruitment, cell-based, luminescence, uHTS (AID 1778); Kappa-type opioid receptor (Homo sapiens); KOR beta-arrestin recruitment, luminescence, antagonist mode; higher % means a stronger effect; inhibition, % at 10 µM; hits with a dose series show IC50 in µM; hit rate 0.091% among 290,000; in the data active = inhibition above about 50%; note: strong numbers were not always called active
# KOR beta-arrestin-2 – KOR agonists, beta-arrestin recruitment, primary screen, cell-based, luminescence, uHTS (AID 1777); KOR beta-arrestin recruitment, luminescence; higher % means a stronger effect; activation, % at 10 µM; hits with a dose series show EC50 in µM; hit rate 0.02% among 280,000; in the data active = activation above about 50%, passing the limit was not always enough; note: a part of the inactive calls stands beside numbers as strong as those of hits
# NTR1 ag – agonists of NTR1, primary screen, imaging, U2OS cells, beta-arrestin-GFP, high content (AID 493036). activation, % at 20 µM. Neurotensin receptor type 1 (Homo sapiens), P30989. hit rate 0.17% among 330,000. NTR1-U2OS beta-arrestin-GFP spot imaging, agonist mode;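 active = activation at or above 40% of the spot to cytoplasm intensity ratio, with at least 20 cells analyzed; inconclusive = wells under 20 cells, flagged as cytotoxic or low count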;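 note: 0% = DMSO without peptide and 100% = 100 nM NTR1 peptide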
# Target sequence (P30989 whole entry, looked up): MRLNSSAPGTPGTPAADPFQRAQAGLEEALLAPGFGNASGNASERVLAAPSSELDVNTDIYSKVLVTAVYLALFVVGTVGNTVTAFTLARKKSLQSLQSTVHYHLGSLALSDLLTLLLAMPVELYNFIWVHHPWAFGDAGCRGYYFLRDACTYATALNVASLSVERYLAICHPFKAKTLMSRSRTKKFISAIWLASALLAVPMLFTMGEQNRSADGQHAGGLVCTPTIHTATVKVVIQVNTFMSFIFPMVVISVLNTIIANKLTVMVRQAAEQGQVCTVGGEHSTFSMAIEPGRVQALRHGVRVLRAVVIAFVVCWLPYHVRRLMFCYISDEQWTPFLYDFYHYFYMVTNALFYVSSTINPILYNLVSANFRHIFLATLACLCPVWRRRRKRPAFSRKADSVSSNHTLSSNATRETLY
# GPR35 antagonists – GPR35 antagonists blocking zaprinast-driven arrestin recruitment, primary screen, imaging, U2OS, beta-arrestin-GFP, zaprinast agonist (AID 2058) | inhibition, % at 10 µM, or IC50 in µM where a hit was titrated | U2OS GPR35 beta-arrestin-GFP translocation imaging, zaprinast antagonism; higher % means a stronger effect | hit rate 0.052% among 290,000 | G-protein coupled receptor 35 (Homo sapiens);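 active = inhibition of at least 50% with at least 30 cells and total cytoplasm GFP at most 10,000,000; inconclusive = under 30 cells or total GFP of 10,000,000 plus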
# NTR1 ag cell count 20 µM – second read-out of NTR1 ag, no call of its own (marks repeat the call); cell count; measured here: cell count, cytotoxicity flag
# * = called active by the depositor; ? = inconclusive; . = no result given; [ ] = another dose, or the depositor's remark. These rows are one share of the data (hit frequency here may not be typical).
# Values run as follows: K1F lysis inhibition	MgcRacGAP inhibition	NOD1 NF-kB reporter	GPR55 beta-arrestin	GPR55 antagonists	KOR beta-arrestin-1	KOR beta-arrestin-2	NTR1 ag	NTR1 ag cell count 20 µM	GPR35 antagonists
- CCn1c2ccccc2c2cc(/C=N/NC(=O)c3cccc(C)c3)ccc21
    0.5%	9%	15%	-0.1%	15%	-22%	-0.2%	0.3	88	1%
- COc1ccc(CCNC(=O)CCS(=O)(=O)c2ccc3c(c2)NC(=O)CS3)cc1OC
    -0.1%	-2%	-18%	0.0%	-2%	-29%	3.0%	0.0	45	-4%
- Cc1ccc(-c2csc(/C(C#N)=C/Nc3ccc4c(c3)OCCO4)n2)cc1
    0.6%	16%	-42%	-0.5%	2%	22%	-1.5%	3.4	76	5%
- Cc1ccc(N(CC(=O)N(C)Cc2ccccc2)S(C)(=O)=O)cc1C
    0.2%	12%	6%	0.8%	4%	-28%[20 µM]	16%	0.4	65	15%
- O=C(CN1C(=O)CCSc2ccccc21)Nc1cccc(F)c1
    ?	1%	-13%	-0.1%	-3%	31%	0.6%	-0.8	70	-2%
- CCOCCCNCC(=O)Nc1ccc(OC(F)(F)F)cc1
    5.0%	11%	2%	-0.1%	13%	.	-8.3%	-0.4	65	-8%
- O=C(Nc1ccc(N2CCOCC2)c(Cl)c1)c1c(F)c(F)c(F)c(F)c1F
    1.4%	-9%	6%	-0.1%	-4%	8%	3.4%	0.9	54	-4%
- Cc1ccc(S(=O)(=O)Nc2c(C)cc(C)nc2Cl)cc1
    0.1%	9%	-7%	0.0%	1%	-8%	4.4%	3.8	83	-1%
- COC(=O)c1ccc(Oc2nc(SC)nc(N(C)C)n2)cc1
    .	.	5%	0.4%	10%	29%	2.6%	2.6	42	9%
- C[C@@H](C(=O)Nc1ccc2ccccc2c1)[C@@H]1C[C@@]1(C)[C@@H](NC(=O)c1cccnc1)c1ccccc1
    2.0%	4%	.	-0.1%	-9%	3%	2.6%	1.3	59	0%
- O=C(C1=C[C@@H](c2coc3ccccc3c2=O)C[C@@H](OCc2ccc(CO)cc2)O1)N1CCCCCCC1
    2.8%	9%	3%	0.1%	18%	-13%	5.4%	2.7	53	-17%
- CCn1c(SCC(=O)Nc2ccccc2Br)nnc1-c1cnccn1
    -0.2%	11%	-23%	-0.1%	4%	-35%	5.3%	-0.8	56	-16%
- Cc1cccn2c(=O)c(C=O)c(Nc3ccccc3)nc12
    0.6%	5%	7%	0.3%	-11%	-62%	-0.1%	3.5	61	5%
- CS(=O)(=O)N(CC(=O)N1CCCC1)c1cccc(F)c1
    -0.1%	1%	-19%	0.0%	0%	-22%[20 µM]	3.8%	-0.6	71	-4%
- O=C(c1cccc(F)c1)N1CCN(CC2CC3C=CC2C3)CC1 (stereo not given)
    -0.1%	24%	-2%	-0.1%	-3%	9%	5.4%	1.1	67	5%
- O=C(Nc1nccs1)C1(c2ccc(Cl)cc2)CC1
    0.0%	5%	26%	0.6%	-12%	-5%	2.8%	-0.8	42	-7%
- COc1ccc(CCNCC(O)COc2ccc(OC)cc2C(C)(C)C)cc1 (stereo not given)
    -1.0%	16%	-21%	0.7%	22%	-18%	-1.1%	0.0	29	-4%
- O=Cc1ccc2noc(-c3ccc(F)cc3)c2c1
    -1.0%	7%	-49%	-0.1%	-3%	-5%	-4.0%	16	97	-11%
- CCN(Cc1nc(-c2ccccc2)no1)C(=O)c1ccoc1C
    0.0%	7%	-19%	-0.1%	6%	-3%	-1.9%	0.1	58	18%
- COc1cccc(OCC(=O)N(C)Cc2nc(-c3ccccc3)no2)c1
    0.5%	-1%	-22%	-0.2%	6%	-8%	3.5%	-0.3	43	9%
- CCc1ccc(-c2nc(CN3CCCC(C(=O)O)C3)c(C)o2)cc1 (stereo not given)
    0.1%	1%	21%	0.2%	-7%	20%	-6.4%	-1.3	76	7%
- COc1ccc(-n2nc3c(N4CCC(C(=O)NCc5ccccc5)CC4)nnc(C)c3c2C)cc1
    0.1%	10%	-10%	0.0%	17%	-26%	0.4%	1.2	77	4%
- O=C(c1ccc2[nH]c(=O)c(=O)[nH]c2c1)N1CCc2ccccc2C1
    0.1%	9%	29%	0.8%	-4%	-3%	9.1%	0.8	40	27%
- O=C1CC(/C=C/c2cccnc2)=Nc2ccccc2N1
    0.3%	3%	20%	-0.3%	-2%	11%	-1.6%	-1.0	51	13%
- COc1cccc2c1OC1(C)CC2NC(=O)N1Cc1ccccc1 (stereo not given)
    -0.9%	-10%	-14%	-0.1%	8%	-16%	5.3%	-0.7	104	5%
- CCN(CC(=O)Nc1ccc(C)c(F)c1)CC(=O)NC(C)C
    0.0%	3%	-15%	-0.3%	6%	6%	-4.4%	0.2	54	8%
- CCOc1ccc(C2c3cc(OC)c(OC)cc3CC(=O)N2c2ccc(OC)cc2)cc1 (stereo not given)
    2.0%	4%	3%	-0.1%	-8%	4%	-2.3%	0.1	59	-28%
- O=C(CCn1c(=S)[nH]c2cc3c(cc2c1=O)OCO3)NCc1cccc(Cl)c1
    -0.1%	6%	-22%	-0.1%	-5%	18%	-5.6%	7.2	71	2%
- CCc1c(C(=O)Nc2ccc(C)c(C)c2)[nH]c(C)c1C(C)=O
    0.2%	.	-15%	-0.1%	-6%	2%	-5.5%	1.0	80	9%
- Clc1ccc(-n2ncc3c(NCCN4CCOCC4)ncnc32)cc1
    0.0%	9%	24%	-0.2%	-4%	8%	-4.2%	2.5	41	12%
- CCn1cc(C(=O)N[C@H](C(=O)NCCN2CCOCC2)C(C)C)c(=O)c2cc3c(cc21)OCO3
    0.4%	8%	-18%	-0.1%	-11%	-13%	3.4%	-0.4	43	-2%
- O=C(COC(=O)c1ccccn1)NC12CC3CC(CC(C3)C1)C2
    0.2%	6%	-2%	-0.2%	-1%	-9%	-4.0%	-2.0	85	5%
- O=C(Nc1ccc2nn(-c3ccc(F)cc3)nc2c1)c1cccnc1
    -0.1%	5%	-24%	0.2%	26%	-4%[20 µM]	.	-0.2	35	5%
- O=C(NCc1ccccc1Br)c1ccco1
    6.5%	1%	-17%	?	3%	3%	2.1%	1.1	57	4%
- C/C(=N\Nc1cc(Cl)nc(C)n1)c1ccc(Cl)c(Cl)c1
    0.0%	4%	7%	0.7%	2%	14%	5.4%	9.2	41	-8%
- CC(C)(C)OC(=O)N1CCC[C@H]1C(=O)NCC1CCC(C(=O)O)CC1 (stereo not given in full)
    0.4%	9%	-2%	-0.3%	-4%	-16%	9.3%	0.1	88	10%
- CCN(CC(O)c1cccc(O)c1)C(=O)C12CC3CC(CC(C3)C1)C2 (stereo not given)
    0.4%	7%	-4%	0.3%	13%	19%	-5.1%	4.2	105	-12%
- Cc1ccccc1N=C1NC(=O)CC(c2ccccc2)S1 (stereo not given)
    0.3%	8%	21%	-0.1%	2%	-75%	-1.0%	0.9	47	1%
- CN(C)C(=O)c1ccc2c(c1)n(C)c(=O)n2C
    -0.3%	11%	-28%	-0.3%	8%	-8%	-0.7%	-1.2	25	1%
- COc1ccc(NC(=S)N2CCC(NC(=O)c3cccc(C)c3)CC2)cc1
    0.0%	5%	0%	-0.1%	4%	23%	-3.1%	-2.2	47	-12%
- Cc1oc(-c2ccccc2F)nc1CS(=O)(=O)CC(=O)NCCCN1CCc2ccccc2C1
    1.0%	2%	-23%	-0.1%	10%	-14%	0.5%	2.6	43	0%
- COc1cc2ccccc2cc1C(=O)Nc1ccc(Cl)cn1
    0.0%	6%	-30%	0.2%	-2%	-65%[20 µM]	-1.3%	0.7	63	4%
- Cc1ccc(OCCOc2cccc(/C=N/NC(N)=O)c2)cc1
    0.1%	7%	-4%	-0.3%	-2%	23%	-0.9%	1.5	81	-3%
- Cn1c(SCc2ccc(C(C)(C)C)cc2)nnc1C1COc2ccccc2O1 (stereo not given)
    .	.	-3%	-0.2%	8%	-13%	-3.1%	7.2	45	-14%
- CC1CC1C(=O)Nc1nc(-c2ccc(Cl)s2)cs1 (stereo not given)
    0.0%	-6%	-16%	-0.1%	-2%	-33%	-4.4%	4.0	43	0%
- Cc1cccc(N(C(=O)CNC(=O)c2ccco2)C(C(=O)NC2CCCC2)c2cccnc2)c1C (stereo not given)
    0.2%	5%	-19%	0.6%	-5%	34%	-4.1%	2.5	42	0%
- COc1ccc(CN2CCC(C(=O)Nc3ccc(Oc4cccnc4)cc3)CC2)cc1
    1.8%[50 µM]	6%	-11%	0.2%	24%	16%	-4.5%	0.4	58	-8%
- COc1cc(CO)ccc1OCC(=O)N1CCc2ccccc21
    1.0%[50 µM]	9%	-7%	-0.1%	2%	-6%	-0.9%	-1.0	68	4%
- COc1cccc(NC(=O)CCC(=O)NCc2ccco2)c1
    1.4%	9%	-3%	0.2%	12%	-26%	-1.4%	-1.0	73	-4%
- Cc1ccc2c(Cl)c(C(=O)NCCCn3ccnc3)sc2c1
    0.3%	7%	-16%	0.1%	4%	21%	-3.2%	-0.4	87	-12%
- Cc1ccc(NC(=O)c2cc([N+](=O)[O-])ccc2N2CCOCC2)cc1S(=O)(=O)N(C)C
    0.0%	-11%	-4%	0.0%	-6%	35%	0.1%	2.0	61	9%
- NS(=O)(=O)c1ccc(NC2=CC(=O)C(=O)c3ccccc32)cc1
    -0.1%	8%	-74%	0.3%	14%	-32%[20 µM]	-3.2%	2.3	64	2%
- COc1cccc(NC(=O)CCNS(=O)(=O)c2ccc3c(c2)oc(=O)n3C)c1
    0.2%	-2%	-29%	-0.1%	5%	-14%	0.1%	0.3	62	-6%
- Cc1cccc(C)c1OCCNC(=O)CCC(=O)c1ccccc1
    2.5%[50 µM]	12%	-12%	0.0%	11%	33%	1.1%	-0.4	53	0%
- CCCCc1cc(=O)oc2cc(OCC(=O)NC3CCN(Cc4ccccc4)CC3)ccc12
    0.1%	-11%	-6%	0.2%	-6%	-32%	0.3%	6.9	44	6%
- CCN(CC)S(=O)(=O)c1ccc(C(=O)Nc2ccc3c(c2)OCCO3)cc1
    -1.1%	15%	-32%	-0.3%	0%	-31%	16%	0.2	78	-5%

# Compound activity: PubChem, several laboratories
